# Bioassay records from PubChem.
# MT1-MMP act inh: MT1-MMP (human) activation inhibition. P50281. HT1080 RFP-PRO-GFP cells, GFP/RFP ratio fluorescence, overnight; percent of plate control window, DMSO zero. GFP/RFP ratio change, % at 20 µM. 360,000 compounds, 0.061% hits;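 active = GFP/RFP ratio change of at least 30% with cell ATP level not reduced by more than half and red fluorescence within 50% of control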; also: strong numbers were not always called active
#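 system = RFP-PRO-GFP reporter HT1080 cells | dosing = 20 µM single dose, 1% DMSO | timing = overnight cell settling, then overnight compound exposure, 37 °C, 5% CO2 | read-out basis = GFP/RFP fluorescence ratio | controls = DMSO and RFP-L50D-GFP cell wells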
# SUMO1-SIM PPI: SUMO1-SIM interaction modulation; inhibition, % at 20 µM; SUMO1 binding to a labelled peptide, TR-FRET, 1 h; 360,000 compounds, 0.33% hits; P63165; in the data active = inhibition above about 37%
# Target sequence (P63165 whole entry, looked up): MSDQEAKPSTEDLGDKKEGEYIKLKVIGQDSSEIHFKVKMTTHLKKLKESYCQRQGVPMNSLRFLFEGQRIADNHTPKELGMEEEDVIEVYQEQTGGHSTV
# SKN-1 inh: blocks SKN-1 activity in C. elegans; C. elegans VP596 Pgst-4::GFP/RFP ratio, acrylamide-induced, 24 h; inhibition, % at 21.8 µM; 360,000 compounds, 0.49% hits; AID 624304;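 active = interference check ratio from 0.5 to 1.5 plus GFP to RFP signal ratio inhibition reaching or exceeding a fixed threshold, cut at about 30% in these data, passing the limit was not always enough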; also: some compounds called inactive have numbers as strong as hits
# NadD block: NadD (S. aureus) enzyme inhibition | purified NadD enzyme, colorimetric absorbance read-out | 360,000 compounds, 0.78% hits | inhibition, % at 20 µM | AID 602399; in the data active = inhibition above about 26%; also: some compounds past the cut are filed as inactive
# Rpn11 inh: blocks the human proteasome subunit Rpn11 | human 26S proteasome, Ub4-pepOG fluorescence polarization; 20S core pre-blocked with epoxomicin | 360,000 compounds, 0.59% hits | AID 588493 | O00487 | calls only at 20 µM;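 active = inhibition at 20 µM, scaled to each plate's controls, above about 33%, limit read from the data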
# Scp1 inh: blocks human Scp-1 phosphatase activity. AID 493091. 340,000 compounds, 0.88% hits. Recombinant Scp1, phosphopeptide, malachite green phosphate absorbance. inhibition, % at 20 µM. Q9GZU7;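 active = inhibition above about 50% at 20 µM, limit read from the data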;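 also: plate controls were DMSO wells with enzyme for no effect and wells lacking enzyme for full effect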
# Target sequence (Q9GZU7 76-261 limits assumed): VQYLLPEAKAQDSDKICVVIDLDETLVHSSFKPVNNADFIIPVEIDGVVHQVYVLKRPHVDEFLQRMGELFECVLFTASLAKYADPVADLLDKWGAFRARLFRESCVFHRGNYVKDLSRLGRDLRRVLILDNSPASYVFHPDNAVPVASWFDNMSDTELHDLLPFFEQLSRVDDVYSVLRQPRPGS
#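 Incubation: 45 min enzyme reaction at room temperature / System: truncated SCP-1 phosphatase (76-261aa) / Reagent: Phospho 17-mer peptide substrate / Buffer or medium: Acidic Tris acetate buffer with magnesium and detergent / Signal: absorbance at 630 nm / Doses: one concentration, 20 µM, with 1.0% DMSO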
# CendR NRP1 mod: modulators of CendR peptide binding to human neuropilin-1. FAM-RPARPAR peptide binding to NRP-1, fluorescence polarization. inhibition, % at 25 µM. 360,000 compounds, 0.85% hits. O14786. AID 602438;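 active = inhibition or corrected inhibition above about 18%, plus a signal ratio from 0.5 to 1.5, limit read from the data, passing the limit was not always enough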; also: strong numbers were not always called active
# STEP inh: blocks human striatal-enriched tyrosine phosphatase; recombinant STEP, OMFP fluorogenic substrate, fluorescence; AID 588621; P54829; 360,000 compounds, 0.25% hits; inhibition, % at 20 µM;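 active = inhibition at 20 µM, scaled per plate between control wells, above about 37%, limit read from the data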;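 also: 0% = DMSO with enzyme and substrate and 100% = substrate only without enzyme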
#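 System: STEP (striatal-enriched tyrosine phosphatase) enzyme, cell-free; medium: Bis-Tris pH 6.0 buffer with DTT, detergent; dosing: 20 µM, 1% DMSO; times: reaction 20 min, ambient temperature; detection: fluorescence, 480/540 nm; read-out basis: normalized % inhibition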
# LMPTP inh: blocks human LMPTP phosphatase; recombinant LMPTP-A, OMFP fluorogenic substrate, fluorescence intensity; inhibition, % at 20 µM; 360,000 compounds, 0.22% hits; AID 651560;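 active = compounds that cut the enzyme signal by at least half of the control window in the single-dose screen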;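 also: plate controls were DMSO wells with enzyme plus substrate for no effect and substrate without enzyme for full effect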
# Target sequence (P24666 whole entry, looked up): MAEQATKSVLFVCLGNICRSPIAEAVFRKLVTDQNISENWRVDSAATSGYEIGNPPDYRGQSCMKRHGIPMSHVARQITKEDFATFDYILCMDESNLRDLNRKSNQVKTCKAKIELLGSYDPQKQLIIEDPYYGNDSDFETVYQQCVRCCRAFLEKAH
#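 Material: LMPTP-A; amount: 0.625 nM enzyme; doses: single 20 µM dose; times: reaction 50 min, room temperature, dark; technique: fluorescence intensity of OMFP turnover product; benchmarks: no-enzyme and uninhibited controls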
# DNMT1 block: DNMT1 (human) enzyme inhibition; DNMT1 molecular beacon, Hinp1I cleavage, fluorescence; AID 588458; inhibition (reported as % activation of signal), % at 10 µM; 360,000 compounds, 0.83% hits; in the data active = inhibition above about 50%
# Starred values were filed as active, the others as inactive; i = inactive; / = not tested or not shown.
# The first three compounds (preview)
# Each structure is followed by: MT1-MMP act inh	SUMO1-SIM PPI	SKN-1 inh	NadD block	Rpn11 inh	Scp1 inh	CendR NRP1 mod	STEP inh	LMPTP inh	DNMT1 block
O=C(/C=C/[C@H]1O[C@@H](n2cnc3c(NC(=O)c4ccccc4)ncnc32)[C@H](O)[C@@H]1O)NCC(c1ccccc1)c1ccccc1
    2	-3	-2	17	i	/	9	1	1.0	-5
C=CCNCc1cccn1-c1sc2c(c1C#N)CCCC2
    0	3	4	-8	i	-8	-10	-5	-1.5	4
Cc1ccc(C2(C)NC(=O)N(CC(=O)N3CCN(S(=O)(=O)c4cccc(F)c4)CC3)C2=O)cc1 (stereo not drawn)
    -1	10	-9	2	i	-5	5	-2	-1.4	-5

# Results, from the first entry:
# Each structure is followed by: MT1-MMP act inh	SUMO1-SIM PPI	SKN-1 inh	NadD block	Rpn11 inh	Scp1 inh	CendR NRP1 mod	STEP inh	LMPTP inh	DNMT1 block
O=C(/C=C/[C@H]1O[C@@H](n2cnc3c(NC(=O)c4ccccc4)ncnc32)[C@H](O)[C@@H]1O)NCC(c1ccccc1)c1ccccc1
    2	-3	-2	17	i	/	9	1	1.0	-5
C=CCNCc1cccn1-c1sc2c(c1C#N)CCCC2
    0	3	4	-8	i	-8	-10	-5	-1.5	4
Cc1ccc(C2(C)NC(=O)N(CC(=O)N3CCN(S(=O)(=O)c4cccc(F)c4)CC3)C2=O)cc1 (stereo not drawn)
    -1	10	-9	2	i	-5	5	-2	-1.4	-5
CN(Cc1ccccc1)c1c([N+](=O)[O-])c(=O)n(C)c2ccccc12
    1	-4	2	-3	i	-22	3	1	1.5	-7
CCCCN1C(=O)/C(=C/C=C2\SCCN2C)SC1=S
    -103	-270	48*	6	/	1	132	0	20	16
CCCN(CC(=O)Nc1ccccc1C)C(=O)Cc1c[nH]c2ccccc12
    2	1	3	1	i	-2	-8	-1	-1.4	-4
CC(C)(C)c1csc(NC(=O)CS(=O)(=O)c2ccccc2)n1
    -5	5	19	0	i	-3	13	-2	0.9	-1
COCCCn1c(C)csc1=Nc1cccnc1
    -2	1	10	-2	i	1	8	1	-0.5	0
COC(=O)Cn1ncc(N(C)Cc2ccccc2)c(Cl)c1=O
    1	-6	10	0	i	-1	21	1	-0.6	1
CC(C)c1ccc(NC(=S)NCc2cccs2)cc1
    13	-2	4	-2	i	-2	-5	0	0.6	-4
Fc1ccccc1CSc1ncnc2c1ncn2C1CCCCO1 (stereo not drawn)
    -1	0	-6	-6	i	-2	15	2	0.2	-1

# Exported with tabs: entries from further up.
Molecule	MT1-MMP act inh	SUMO1-SIM PPI	SKN-1 inh	NadD block	Rpn11 inh	Scp1 inh	CendR NRP1 mod	STEP inh	LMPTP inh	DNMT1 block
C=CCNCc1cccn1-c1sc2c(c1C#N)CCCC2	0	3	4	-8	i	-8	-10	-5	-1.5	4
Cc1ccc(C2(C)NC(=O)N(CC(=O)N3CCN(S(=O)(=O)c4cccc(F)c4)CC3)C2=O)cc1 (stereo not drawn)	-1	10	-9	2	i	-5	5	-2	-1.4	-5
CN(Cc1ccccc1)c1c([N+](=O)[O-])c(=O)n(C)c2ccccc12	1	-4	2	-3	i	-22	3	1	1.5	-7
CCCCN1C(=O)/C(=C/C=C2\SCCN2C)SC1=S	-103	-270	48*	6	/	1	132	0	20	16

# Taken from above.
# `COC(=O)Cn1ncc(N(C)Cc2ccccc2)c(Cl)c1=O` in LMPTP inh = -0.6
# `C=CCNCc1cccn1-c1sc2c(c1C#N)CCCC2` in NadD block = -8
# `Cc1ccc(C2(C)NC(=O)N(CC(=O)N3CCN(S(=O)(=O)c4cccc(F)c4)CC3)C2=O)cc1` (stereo not drawn) in CendR NRP1 mod = 5
# `CCCN(CC(=O)Nc1ccccc1C)C(=O)Cc1c[nH]c2ccccc12` in LMPTP inh = -1.4
